GRP78 ERSR act – qHTS for Inducers of the Endoplasmic Reticulum Stress Response (ERSR) in Human Glioma: qHTS | Potency, µM, without a hit: at the highest dose activation, most hits filed as activators | hit rate 0.02% among 420,000 | AID 602332, 2012 | U87-MG GRP78 promoter luciferase reporter, 16 h; note: potency is the fitted concentration of half-maximal effect; series mostly up to about 76 µM; % of control where 0% means no effect; nearly all actives have a fitted effect of over 35% in size
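ERSR induction read as luciferase luminescence (Bright-Glo, 10 min at room temperature) in stably transfected human U87-MG glioma cells exposed to compounds for 16 h, using GRP78 as sensor.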
IDH1 R132H inh – qHTS for Inhibitors of mutant isocitrate dehydrogenase 1 (IDH1): qHTS; Isocitrate dehydrogenase [NADP] cytoplasmic (Homo sapiens), O75874; Potency, µM (titrated, usually from 76.6 µM), for the others: top-dose activity change, negative = inhibition, most hits filed as inhibitors; hit rate 0.093% among 390,000; IDH1-R132H enzyme, NADPH consumption, diaphorase/resazurin fluorescence; note: potency is the fitted concentration of half-maximal effect; % is set by controls: 0 for no effect and ±100 for the full control effect; nearly all actives have a fitted effect of over 65% in size
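IDH1-R132H (0.5 ug/mL) preincubated 30 min with compound, then NADPH (0.016 mM) and alpha-KG (2 mM) added; 80 min at RT, pH 7.5. Remaining NADPH coupled via diaphorase/resazurin to fluorescence (540/590 nm); concentration-response curves normalized to no-enzyme control.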
RXFP1 agonist – qHTS Assay for Agonists of the Relaxin Receptor RXFP1; Relaxin receptor 1 (Homo sapiens), Q9HBX9; HEK293T-RXFP1 cAMP TR-FRET, 30 min; response scale: percent of porcine relaxin response, buffer zero; Potency, µM (highest dose often 57.5 µM), for inactives: at the highest dose activation, actives largely listed as activators; hit rate 0.3% among 370,000; AID 2676, 2010; note: potency is the fitted concentration of half-maximal effect; % is set by controls: 0 for no effect and ±100 for the full control effect; nearly all actives have a fitted effect of over 60% in size; many of its hits are not listed in these tables
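cAMP rise read by TR-FRET after 30 min, 37C compound exposure (up to 58 uM) in RXFP1-transfected HEK293 cells with Ro 20174 present. EC50 from Hill-equation fits, with 29 nM porcine relaxin as 100% and buffer as basal.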
PI4K2A inh – qHTS for small molecular inhibitors of PI4K2A | AID 1346378, 2018 | activity change, negative = inhibition, % at 76.9 µM | purified PI4K2A, ADP-Glo luminescence, 1 h; active compounds read low | Phosphatidylinositol 4-kinase type 2-alpha (Homo sapiens), Q9BTU6 | hit rate 0.13% among 420,000; in the data active = activity change below about -50%; inconclusive = mostly about -30% to -49%;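 note: -100% = wells without enzyme as full effect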
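PI4K2A activity was measured by ADP-Glo luminescence: enzyme (4 ug/mL stock) and phosphatidylinositol (1.2 mM stock) in Tris pH 7.5/MgCl2/EGTA/Triton X-100 buffer were reacted with ATP (300 microM stock) for one hour at ambient temperature.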
USP1-UAF1 inh – Inhibitors of USP1/UAF1: Primary Screen; hit rate 0.23% among 390,000; AID 743255, 2014; recombinant USP1/UAF1, Ub-Rhodamine cleavage fluorescence; Potency, µM (titrated, usually from 57.1 µM), without a hit: top-dose activity change, negative = inhibition, hits mostly inhibitors; Ubiquitin carboxyl-terminal hydrolase 1 (Homo sapiens), O94782; note: potency is the fitted concentration of half-maximal effect; % is set by controls: 0 for no effect and ±100 for the full control effect; nearly all actives have a fitted effect of over 60% in size; inactives centre near -12
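USP1/UAF1 complex (1 nM) preincubated 15 min at room temperature with compound, then Ub-Rho substrate (150 nM final) added. Kinetic fluorescence at 480/540 nm over 6 reads at 60 s intervals; 50 mM HEPES pH 7.8, 0.5 mM EDTA, 0.1 mg/ml BSA, 1 mM TCEP, 0.01% Tween-20.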
LDHA block – qHTS assay for inhibitors of human lactate dehydrogenase; hit rate 0.15% among 480,000; L-lactate dehydrogenase A chain (Homo sapiens), P00338; AID 1347041, 2019; activity change, % (values are at about 110 or 230 µM); purified LDHA, NADH/diaphorase-resazurin fluorescence; active compounds read low; in the data active = activity change below about -30%; inconclusive = mostly about -25% to -30%;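 note: plate controls were DMSO wells for no effect and wells without enzyme for full effect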
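Remaining NADH was detected by diaphorase (0.133 mg/mL) converting 37 µM resazurin to fluorescent resorufin, read at 0 and 20 minutes. The preceding 5-minute room-temperature reaction used 2 nM LDHA, 0.2 mM sodium pyruvate and 0.06 mM NADH at pH 7.4.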
TrxR1 substrate – qHTS Assay for Substrates of Mammalian Selenoprotein Thioredoxin Reductase 1 (TrxR1): qHTS. purified TrxR1 substrate turnover, NADPH consumption readout. Potency, µM (doses to about 114 µM), without a hit: at the highest dose activity change, negative = substrate turnover. hit rate 0.01% among 390,000. AID 588456, 2011; note: potency is the fitted concentration of half-maximal effect; % is set by controls: 0 for no effect and ±100 for the full control effect; nearly all actives have a fitted effect of over 50% in size
Target sequence (O89049 whole entry, looked up): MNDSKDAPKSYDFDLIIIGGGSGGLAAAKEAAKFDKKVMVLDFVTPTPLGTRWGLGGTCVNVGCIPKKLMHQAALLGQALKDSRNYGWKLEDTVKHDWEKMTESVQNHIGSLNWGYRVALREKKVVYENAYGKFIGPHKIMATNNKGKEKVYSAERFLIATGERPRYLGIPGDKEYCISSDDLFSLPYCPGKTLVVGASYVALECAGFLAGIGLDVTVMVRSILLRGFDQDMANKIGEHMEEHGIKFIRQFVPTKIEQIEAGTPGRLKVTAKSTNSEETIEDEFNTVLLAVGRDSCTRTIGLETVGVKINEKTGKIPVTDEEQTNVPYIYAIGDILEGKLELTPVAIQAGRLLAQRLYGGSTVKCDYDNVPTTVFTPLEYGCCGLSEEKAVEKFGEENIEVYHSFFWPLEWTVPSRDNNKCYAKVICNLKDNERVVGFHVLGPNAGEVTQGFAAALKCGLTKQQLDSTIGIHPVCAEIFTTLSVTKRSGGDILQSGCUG
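Rat TrxR1, dispensed at 90 nM, was prereduced with 400 uM NADPH (final) for 5 min at ~22 deg C, then incubated with compound 15 min before 400 uM selenite. A first-read NADPH fluorescence drop versus no-compound background flagged substrates.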
Vif-APOBEC3F blk – qHTS for Inhibitors of Vif-A3F Interactions: qHTS; Potency, µM (titrated, usually from 46.1 µM), for the others: top-dose activity, negative = active; HeLa A3F-eYFP + Vif (tagged APOBEC3F with the HIV-1 protein that degrades it), YFP fluorescence increase; hit rate 0.2% among 390,000; note: potency is the fitted concentration of half-maximal effect; % of control where 0% means no effect; nearly all actives have a fitted effect of over 65% in size
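HeLa cells stably expressing Vif plus C-terminally eYFP-tagged A3F were seeded, incubated overnight at 37 deg C, dosed with compound, incubated overnight again at 37 deg C. Yellow fluorescence (Ex 488/Em 500-530) reported blocked Vif-mediated A3F-eYFP degradation.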
Vif-A3G inh – qHTS for Inhibitors of Vif-A3G Interactions: qHTS | DNA dC->dU-editing enzyme APOBEC-3G (Homo sapiens), Q9HC16 | HeLa A3G-eYFP + Vif (tagged APOBEC3G with the HIV-1 protein that degrades it), YFP fluorescence, overnight | Potency, µM (doses to about 46.1 µM), for inactives: top-dose activity, negative = active, most hits filed as inhibitors | hit rate 0.076% among 410,000;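 note: potency is the fitted concentration of half-maximal effect; % is set by controls: 0 for no effect and ±100 for the full control effect; nearly all actives have a fitted effect of over 60% in size; hits raise eYFP signal because A3G escapes Vif-driven loss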
Target sequence (Q9HC16 whole entry, looked up): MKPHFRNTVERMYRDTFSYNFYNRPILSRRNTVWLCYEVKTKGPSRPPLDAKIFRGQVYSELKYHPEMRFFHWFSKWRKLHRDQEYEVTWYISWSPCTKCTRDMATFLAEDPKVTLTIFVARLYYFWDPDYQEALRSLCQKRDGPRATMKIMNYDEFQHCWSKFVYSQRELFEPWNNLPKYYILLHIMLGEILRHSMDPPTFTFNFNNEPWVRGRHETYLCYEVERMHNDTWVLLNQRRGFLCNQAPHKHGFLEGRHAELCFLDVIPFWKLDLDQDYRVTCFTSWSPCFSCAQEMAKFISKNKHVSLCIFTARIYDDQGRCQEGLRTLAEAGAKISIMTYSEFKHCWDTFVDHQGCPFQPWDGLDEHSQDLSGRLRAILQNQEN
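HeLa cells stably expressing Vif and C-terminally eYFP-tagged A3G, seeded overnight at 37 deg C, then exposed to compound by pintool overnight at 37 deg C. Rise in yellow fluorescence (Ex 488/Em 500-530, Acumen) marks blocked Vif-driven A3G degradation.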
Active calls of the source: *; ? = inconclusive; nt = not tested or not shown; & = joins results of further samples; [ ] = dose if it differs, or a comment. Unless noted, calls come from the whole dose curve; as a rule, active = well fitted curve in the direction sought with a large enough effect; inconclusive = small, poorly fitted or top-dose-only effect, or another doubt; inactive = no such curve, though single readings can be large; an effect the other way counts as inactive or inconclusive.

The first 2 compounds as a preview:
SMILES	GRP78 ERSR act	IDH1 R132H inh	RXFP1 agonist	PI4K2A inh	USP1-UAF1 inh	LDHA block	TrxR1 substrate	Vif-APOBEC3F blk	Vif-A3G inh
COc1ccc(CCNC2=NCC(C)S2)cc1 (configuration not stated)	-2%	5%	2.5%	2	-16%	-16	-1%	-4%	2%
COc1cc(CN(C)Cc2nc3cc(C(F)(F)F)ccc3c(=O)[nH]2)ccc1OC(F)F	-2%	3%	-0.9%	2	-17%	5	-3%	3%	0%

All compounds of this part, from the first entry:
SMILES	GRP78 ERSR act	IDH1 R132H inh	RXFP1 agonist	PI4K2A inh	USP1-UAF1 inh	LDHA block	TrxR1 substrate	Vif-APOBEC3F blk	Vif-A3G inh
COc1ccc(CCNC2=NCC(C)S2)cc1 (configuration not stated)	-2%	5%	2.5%	2	-16%	-16	-1%	-4%	2%
COc1cc(CN(C)Cc2nc3cc(C(F)(F)F)ccc3c(=O)[nH]2)ccc1OC(F)F	-2%	3%	-0.9%	2	-17%	5	-3%	3%	0%
CCC(C)(C)n1nnnc1C(c1ccc(C)cc1)N1CCN(C(=O)c2ccco2)CC1 (configuration not stated)	-1%	2%	-1.7%	3	-6%	0	0%	8%	3%
COc1ccc2nc(N3C(=O)/C(=C/c4ccc(Cl)cc4)NC3=S)sc2c1	-5%	-1%	1.4%	-4	-12%	1	-1%[57.1 µM]	?	-20%
CC(C)N(C(=O)COC(=O)c1ccc([N+](=O)[O-])cc1)c1ccccc1	-4%	0%	7.2%	-3	-18%	-9	-3%	-1%	1%
O=C(CSc1nc2ccccc2s1)NCCOc1ccc(Cl)cc1	-2%	5%	0.3%	1	-4%	-6	6%[57.1 µM]	-1%	1%
O=C1CSC(c2ccccc2[N+](=O)[O-])N1c1ccccc1 (configuration not stated)	0%	0%	-1.7%	1	-16%	-8	9%	2%	-6%
CCc1cc(OCCN(C)C)ccc1Cl	-8%	2%	-2.1%	-3	3%	-35*	3%[57.1 µM]	8%	0%
Cc1cc(CNC(=O)COc2ccccc2F)c2ccccc2n1	-1%	0%	0.1%	1	-10%	-7	0%	-3%	7%
COC(=O)c1c(NC(=O)C(=O)N2CCCC2)sc2c1CC(C)(C)OC2	-4%	2%	2.0%	9	-12%	0	-5%	2%	1%
Cc1[nH]n(-c2ccc([N+](=O)[O-])cc2)c(=O)c1C=NCCN1CCN(C(=O)c2ccc(F)cc2)CC1	-6%	-4%	3.3%	-1	-4%	1	1%[57.1 µM]	-2%	2%
COc1ccc(CCNC(=O)C2CCCN(S(=O)(=O)c3ccc(F)cc3)C2)cc1OC (configuration not stated)	-3%	-4%	-2.1%	3	-5%	-4	-10%	-7%	1%
O=C(O/N=C(\c1ccccc1)c1ccncc1)c1ccccc1Cl	-1%	-5%	4.9%	6	-20%	-6	-6%	-17%	-1%
CCn1c(/C=C/c2c[nH]c3ccccc23)nc2ccccc2c1=O	-2%	0%	2.2%	0	-1%	-4&-10	5%[57.1 µM]	?	-1%
O=C(/C=C/c1ccccc1[N+](=O)[O-])Nc1ccccc1	-4%	1%	0.2%	-9	-23%	0	-1%	2%	1%
CN(CC(=O)NC(=O)NCc1ccccc1)CC(=O)Nc1ccc(Cl)c(C(F)(F)F)c1	-2%	8%	-0.1%	0	-3%	1	-4%	2%	5%
COCCNC(=O)c1onc(CSc2ccc(Cl)cc2)c1C(=O)O	0%	-7%	0.0%	-3	-26%	-4	6%	-1%	-5%
O=C(c1cc(-c2ccc(O)cc2)on1)N1CCOCC1	-9%	-4%	1.7%	-2	-25%	1	1%	0%	-4%
CC(C)Oc1ccc(CNC(=O)C2CCN(Cc3cc4ccccc4n3Cc3ccccc3)CC2)cc1	-4%	-8%	-0.6%	3	?	-8	-4%[57.1 µM]	-3%	2%
C[C@@H]1COC(=O)[C@H](Cc2ccc(F)cc2)CC/C=C/C[C@@H](CC(=O)N[C@H](CO)Cc2ccccc2)C(=O)N1	-3%	-3%	nt	0	-28%	-7	7%[57.1 µM]	3%	0%
O=C(Nc1cccc(S(=O)(=O)N2CCCCC2)c1)C1CCN(C(=O)c2ccc(Cl)cc2)CC1	-3%	6%	1.0%	-3	-17%	-1	-8%	8%	1%
O=C(c1ccco1)N1C(=O)c2cccc3c(S(=O)(=O)N4CCCC4)ccc1c23	0%	4%	1.4%	7	-1%	-11	10%[57.1 µM]	5%	5%
CC1CN(C(=O)COC(=O)c2cc(Cl)ccc2[N+](=O)[O-])CC(C)O1 (configuration not stated)	-3%	-10%	0.0%	-1	-15%	-2	4%	18%	9%
COC(=O)C1CC(O)CN1S(=O)(=O)c1ccc2ccccc2c1 (configuration not stated)	-2%	-5%	-0.5%	-6	-16%	-4	4%	-8%	2%
Cc1nn(CC(=O)NCC(C)c2ccccc2)c(=O)c2cc3occc3n12 (configuration not stated)	-2%	-1%	2.1%	2	-20%	-4	5%	4%	5%
CCOc1ccc(NC(=O)c2sc3ccccc3c2Cl)cc1	2%	-7%	10%	-2	-8%	-4	10%	-10%	-6%
CCCc1nc2c3ccccc3ccn2c1Cc1cccc(F)c1	2%	nt	nt	-14	nt	5	nt	nt	?
COc1cc(OC)c2c(-c3ccccc3)cc(=O)oc2c1C(CC(=O)N1CCN(c2ccccc2)CC1)c1ccc(N(C)C)cc1 (configuration not stated)	-5%&-5%	-8%	-0.7%	1	-19%	1	-6%&-11%	1%	0%&-7%
O=C(CSc1n[nH]c(-c2cccnc2)n1)Nc1ccc(Cl)cc1	-4%	1%	3.7%	0	-18%	-6	4%	?	0%
CCCCc1ccc(NC(=O)Cn2cnc3c(oc4ccccc43)c2=O)cc1	-2%	2%	9.8%	2	-5%	-1	-7%	-2%	0%

(further entries)
molecule	GRP78 ERSR act	IDH1 R132H inh	RXFP1 agonist	PI4K2A inh	USP1-UAF1 inh	LDHA block	TrxR1 substrate	Vif-APOBEC3F blk	Vif-A3G inh
CC(Oc1ccc([N+](=O)[O-])cc1Cl)C(=O)Nc1ccc(C(N)=O)cc1 (configuration not stated)	-2%	0%	-0.5%	0	-11%	1	5%[57.1 µM]	13%	0%
Cc1ccc(S(=O)(=O)N2C[C@H]3C(=O)C[C@@H](c4ccccc4)N(S(=O)(=O)c4ccc(C)cc4)[C@H]3C[C@H]2c2cccc(C)c2)cc1	-2%	nt	nt	3	nt	-5	nt	nt	-4%
COC(=O)c1sc(NC(=S)NC(=O)c2cccc(Br)c2)nc1C	5%	10%	-1.3%	1	-20%	-2	-7%	10%	2%
O=C(COc1ccccc1)N1CCCC1	-4%	-4%	1.0%	5	-11%	-4	-1%[57.1 µM]	4%	5%
Cc1ccc(-n2c(SCC(=O)NCCN3C(=O)CSC3=O)nnc2-c2ccccc2F)cc1	-1%	0%	0.7%	2	-9%	0	2%	0%	0%
COc1ccc(/C=C2\CCc3ccccc3C2=O)cc1OC	7%	4%	-0.2%	-6	-21%	8	-11%	-11%	?

Some of these compounds in order of number of heavy atoms, low to high.
molecule	GRP78 ERSR act	IDH1 R132H inh	RXFP1 agonist	PI4K2A inh	USP1-UAF1 inh	LDHA block	TrxR1 substrate	Vif-APOBEC3F blk	Vif-A3G inh
COc1ccc(/C=C2\CCc3ccccc3C2=O)cc1OC	7%	4%	-0.2%	-6	-21%	8	-11%	-11%	?
COC(=O)c1sc(NC(=S)NC(=O)c2cccc(Br)c2)nc1C	5%	10%	-1.3%	1	-20%	-2	-7%	10%	2%
Cc1ccc(-n2c(SCC(=O)NCCN3C(=O)CSC3=O)nnc2-c2ccccc2F)cc1	-1%	0%	0.7%	2	-9%	0	2%	0%	0%

High-throughput results deposited in PubChem BioAssay by National Center for Advancing Translational Sciences (NCATS).

Some of the compounds tested; rates above refer to the full screens.
